Assay outcomes as filed in PubChem.
TLR9-MyD88 inh: blocks human TLR9 binding to MyD88; inhibition, % at 4.98 µM; CHO BLA complementation TLR9-MyD88, CCF4 FRET ratio; 0.21% of 340,000 active; Q9NR96+Q99836; AID 504734;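 active = inhibition above the mean over all tested compounds plus 3 SD, cut at about 21% in these data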;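 note: 0% = DMSO only wells and 100% = clavulanate BLA inhibitor control wells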
EBV LMP1 NFkB: Epstein-Barr LMP1 NF-kappaB reporter inhibition; LMP1-induced NF-kappaB luciferase reporter cells, luminescence; inhibition, % at 12.5 µM; 0.69% of 350,000 active; in the data active = inhibition above about 41%;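 note: 0% = neutral control wells and 100% = reference inhibitor control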
NCOA1 inh: inhibits human SRC1 coactivator | Q15788 | HEK293 GAL4-SRC1 luciferase reporter, luminescence | inhibition, % at 3.6 µM | 0.12% of 360,000 active | AID 588354;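 active = inhibition above the campaign mean plus 3 SD, with each screening campaign given its own cutoff, cut at about 60% in these data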;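 note: 0% = DMSO treated cells and 100% = gossypol at 36 µM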
NR5A2 inv ag: NR5A2 inverse agonism in reporter assay | HEK293T StAR-luciferase reporter, LRH-1 transfected, 24 h | inhibition, % at 3.6 µM | 0.13% of 360,000 active | AID 602396;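 active = inhibition above the mean inhibition of all tested compounds plus 3 SD, cut at about 73% in these data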;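 note: 0% = DMSO wells and 100% = reporter-only cells lacking LRH-1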
Target sequence (O00482 whole entry, looked up): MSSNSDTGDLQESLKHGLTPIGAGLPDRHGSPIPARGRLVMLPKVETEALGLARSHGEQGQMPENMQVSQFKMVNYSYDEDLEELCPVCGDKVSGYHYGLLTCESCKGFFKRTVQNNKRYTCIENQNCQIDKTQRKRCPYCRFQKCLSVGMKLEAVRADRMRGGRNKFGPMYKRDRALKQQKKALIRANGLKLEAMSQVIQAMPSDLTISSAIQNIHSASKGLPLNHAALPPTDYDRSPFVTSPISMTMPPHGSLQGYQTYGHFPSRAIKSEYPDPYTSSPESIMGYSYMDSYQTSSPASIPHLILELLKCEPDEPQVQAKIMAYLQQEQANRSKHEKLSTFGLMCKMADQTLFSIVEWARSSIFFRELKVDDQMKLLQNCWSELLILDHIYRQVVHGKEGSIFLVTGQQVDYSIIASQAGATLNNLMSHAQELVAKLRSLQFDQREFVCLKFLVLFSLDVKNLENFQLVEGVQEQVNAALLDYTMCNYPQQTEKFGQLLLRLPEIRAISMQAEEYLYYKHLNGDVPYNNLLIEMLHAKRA
SRC3 inh: inhibits human SRC3 coactivator; HEK293 GAL4-SRC3 luciferase reporter, luminescence; inhibition, % at 3.6 µM; 0.17% of 360,000 active; AID 588352;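 active = inhibition above a per-campaign cutoff, the mean of all compounds plus 3 SD, cut at about 60% in these data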;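 note: 0% = DMSO-treated cells and 100% = gossypol-treated cells at 36 µM; higher means less SRC3-driven luciferase light from the GAL4 reporter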
TWEAK Fn14 block: inhibitors of TWEAK-Fn14 interaction signaling. TWEAK-stimulated Fn14 reporter cells, luciferase luminescence, 8 h. inhibition, % at 10 µM. 2% of 360,000 active; in the data active = inhibition above about 50%
TROY signal inh: TROY signaling inhibition | AID 1347056 | 0.98% of 360,000 active | inhibition, % at 10 µM | Q293 LMP1-TROYcd NF-kB luciferase reporter, 4 h;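 active = compounds whose plate-normalised and pattern-corrected inhibition of the luciferase reporter signal at the single screening dose is 50% or more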
C8 TRAIL sens: caspase-8 TRAIL sensitization. NB7+C8 cells + TRAIL, ATPlite viability luminescence. inhibition (viability loss, TRAIL sensitization), % at 10 µM. 1% of 360,000 active;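 active = compounds causing at least 50% loss of cell viability in the single-dose screen, relative to plate controls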
NOD2-RIPK2 inh: NOD2-RIPK2 protein interaction inhibition; O43353; inhibition, % at 4.98 µM; 0.38% of 360,000 active; CHO BLA complementation NOD2-RIPK2, CCF4 ratio; in the data active = inhibition above about 21%;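 note: 0% = vehicle only and 100% = reference blocker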
NR2F2 inh: NR2F2 (human) inhibition, primary screen. HEK293T NGFI-A luciferase reporter, luminescence. inhibition, % at 8.6 µM. 0.7% of 370,000 active;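 active = inhibition above a per-plate cutoff, mean inhibition of test wells between control levels plus 3 SD, cut at about 38% in these data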;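 note: cells cotransfected with COUP-TFII expression vector driving the NGFI-A reporter; 0% = median of COUP-TF2 test wells and 100% = reporter-only cells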
Target sequence (P24468 whole entry, looked up): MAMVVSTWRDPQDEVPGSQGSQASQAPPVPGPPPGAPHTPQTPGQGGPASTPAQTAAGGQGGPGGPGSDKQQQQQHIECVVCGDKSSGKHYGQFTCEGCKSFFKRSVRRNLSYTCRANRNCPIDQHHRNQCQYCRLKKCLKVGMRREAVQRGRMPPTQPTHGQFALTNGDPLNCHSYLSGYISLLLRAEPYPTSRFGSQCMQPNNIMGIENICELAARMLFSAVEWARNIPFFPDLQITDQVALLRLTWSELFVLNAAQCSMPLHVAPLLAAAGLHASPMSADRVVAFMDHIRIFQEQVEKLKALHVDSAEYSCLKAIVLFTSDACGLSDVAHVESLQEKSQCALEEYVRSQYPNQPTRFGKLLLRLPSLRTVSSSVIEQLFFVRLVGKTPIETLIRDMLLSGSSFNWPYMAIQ
SRC2 inh: inhibits human steroid receptor coactivator 2; Q15596; HEK293 GAL4-SRC2 luciferase reporter, luminescence; inhibition, % at 9 µM; 0.17% of 370,000 active; AID 651957;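 active = inhibition above the mean inhibition of all tested compounds plus 3 SD, set per campaign, cut at about 52% in these data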;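 note: 0% = DMSO treated cells and 100% = cells given Gossypol at 36 µM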
* = called active by the depositor; . = not tested or not shown.

#	SMILES	TLR9-MyD88 inh	EBV LMP1 NFkB	NCOA1 inh	NR5A2 inv ag	SRC3 inh	TWEAK Fn14 block	TROY signal inh	C8 TRAIL sens	NOD2-RIPK2 inh	NR2F2 inh	SRC2 inh
1	N/C(Cc1ccc(Cl)cc1Cl)=N\OC(=O)Cc1ccccc1	10	-3	-5	-2	2	-29	-81	-3	-7	2	-4
2	COc1cccc(C(C)NC(=O)Nc2cccc(C(F)(F)F)c2)c1 (centres undefined)	-9	5	8	13	-20	2	.	3	-2	20	13
3	Cc1ccc(S(=O)(=O)N2CCC(C(=O)N[C@H](C(=O)NCc3ccco3)C(C)C)CC2)cc1	-2	0	-4	-12	16	11	3	-17	-12	2	8
4	Nc1nonc1-n1nnc(C(=O)N/N=C/c2ccccc2Cl)c1CN1CCOCC1	-1	.	-14	28	-4	-20	-2	4	0	-6	5
5	COC(=O)NNC(=O)c1ccc(C)cc1	4	-5	9	-19	20	-20	-10	2	-8	-8	9
6	C[C@H](CO)N1C[C@H](C)[C@@H](CN(C)Cc2ccc(C(=O)O)cc2)Oc2ncc(-c3ccc(C(=O)N(C)C)cc3)cc2C1=O	-9	-2	-3	19	-8	3	-3	1	-5	-14	20
7	Cc1cc(NC(=O)CSc2nnc(C(C)N(C)C)n2-c2ccc(F)cc2)no1 (centres undefined)	-8	7	8	18	20	-8	22	35	-7	-5	-12
8	Cc1cc(F)ccc1-c1cc(C(=O)NC2CCCCC2)[nH]n1	.	.	-50	-49	-42	-63	-57	-9	6	-32	-31
9	CCN(CC(=O)Nc1c(F)cccc1F)C(=O)/C=C/c1c(C)nn(-c2ccc(F)cc2)c1C	0	0	-5	-1	10	-6	-12	-1	3	5	-30
10	COc1ccc(CNC(=O)CCCC(=O)Nc2cccc(Br)c2)cc1	-10	8	-15	0	8	-5	11	-7	8	-1	-2
11	COc1cc(NC(=O)CN(C)Cc2cccc(F)c2)c(C)cc1[N+](=O)[O-]	-3	-1	-17	-7	7	-2	28	-3	-10	7	-8
12	Cn1nnnc1Sc1ncnc2scc(-c3ccccc3Cl)c12	3	14	10	3	-2	51*	38	-1	-2	-26	19
13	Cc1nn(-c2ccc(N3CCOCC3)nn2)c(C)c1CCC(=O)Nc1ccccc1	4	4	-17	-22	-36	-2	-4	11	-11	-1	-36
14	Cc1cccc(Nc2nc(N)nc(CN3CCN(c4ccccc4F)CC3)n2)c1	11	3	-14	4	1	20	-13	-15	-3	8	14
15	CC(=O)Nc1ccc(NC(=O)c2ccc(OCc3c(C)noc3C)cc2)cc1	2	4	-2	11	-25	-30	5	-3	3	5	22
16	O=C(Cc1ccc(Br)cc1)N1CCCC1	-3	-5	-38	-13	-13	0	4	-2	-7	-27	15
17	CCCc1c(-c2cccc(F)c2)ncn1Cc1ccccc1OC	.	.	.	-40	.	8	34	3	-3	2	-7
18	CC1=CC(C)C(C(=O)O)C(C(=O)N2CCN(C)CC2)C1 (centres undefined)	-3	-20	-56	-1	1	2	5	5	-19	-6	10
19	C/C(=C/c1ccccc1)C(=O)N1CCN(c2ccccc2F)CC1	3	-2	-11	17	1	-7	-18	4	7	-20	12
20	C1CNCCOCCNCCN1	-4	1	-1	-7	10	-16	17	2	-8	-7	-31
21	Cc1cccc(C)c1NC(=O)CSc1nc2[nH]c(=O)cc(O)c2s1	-5	6	10	-6	-13	8	-3	-5	-2	16	-11
22	COC(=O)c1cc(=O)cc(C(=O)OC)o1	-2	3	-22	10	-48	-11	12	-6	-6	1	6
23	CCOC(=O)C1=C(C)NC(=O)NC1c1ccc(N(CC)CC)cc1 (centres undefined)	6	-2	-1	6	-19	6	0	-5	7	5	-39
24	COc1cccc(CNc2nc(NC(C)C)nc3ccsc23)c1OC	.	.	2	8	10	-10	20	6	-10	21	13
25	CCc1ccc(CN(C)C(=O)C2CCC(=O)N(CCc3ccc(OC)cc3)C2)nc1 (centres undefined)	3	-5	-11	-4	17	-16	-8	-15	4	15	-19
26	CCCCN(C(=S)Nc1ccc(F)cc1)c1c(N)n(CCC)c(=O)[nH]c1=O	-1	-7	-5	2	11	12	-5	0	-9	-13	4
27	Cc1cccc(OC(C)C(=O)OCC(=O)Nc2sccc2C(N)=O)c1 (centres undefined)	7	6	-14	-3	-1	3	17	-2	6	12	-15
28	CCOC(=O)c1c(Nc2ccccc2OCCOC)n[nH]c1C	0	6	0	1	53	-2	5	2	-2	-13	-3
29	CC(C)COc1ccccc1C(=O)NC(CO)C(=O)O (centres undefined)	-7	0	-7	11	24	8	-10	-10	-2	6	-3
30	COc1ccc(CCC(C)NC2CCCCCCC2)cc1 (centres undefined)	-1	3	-8	-6	-12	-26	-1	1	-6	-15	-19
31	Cc1nn(-c2ccccc2)c2c1C(O)CC(C)(C)C2 (centres undefined)	4	1	7	26	15	11	-8	-1	-1	2	-18
32	CC(=O)NC12CC3CC(C1)CC(C(=O)N1CCN(S(=O)(=O)c4ccc(Cl)s4)CC1)(C3)C2	1	4	4	-7	-3	-2	-6	13	4	4	-5
33	Cc1ccc(/C(O)=C/c2nc3cc(C)ccc3oc2=O)cc1	.	.	16	1	9	6	-15	-20	-18	2	5
34	C#CCn1c(-c2ccccc2)ccc(C#N)c1=O	-4	6	-5	13	-2	-1	-18	-6	-8	-20	-14
35	CCn1nnnc1SCC(=O)Nc1nc2ccc(OC)cc2s1	-5	-8	-52	-23	-27	-7	-47	-6	-2	-20	-20
36	Cc1cc(C)c(-c2nc3ccccc3s2)[nH]1	-3	-43	-59	-21	-52	6	-9	8	12	-13	-66
37	COC1OC2COC(c3ccccc3)OC2C(OC(=O)c2ccccc2)C1OC(=O)c1ccccc1 (centres undefined)	-1	-3	8	25	13	9	18	-3	-7	11	16
38	CCOc1ccc(NC(=O)C2CC(=O)N3CCCN=C3S2)cc1 (centres undefined)	-2	7	-10	-14	-4	-4	-10	0	-9	-3	-24
39	CC1=C(O)c2ccccc2C(=O)C1=O	.	.	-37	-6	16	-4	0	-1	-4	10	-32
40	Cc1c(C(=O)OCC(=O)N2CCCC(C)C2)oc2ccccc12 (centres undefined)	-1	-16	-52	-23	-15	-27	-70	4	-5	5	-6
41	CCn1c(=O)n(CC)c2cc(N3CCCC3)c(NC(=O)c3ccc(C)c([N+](=O)[O-])c3)cc21	-11	5	15	18	-55	-12	6	27	-13	3	0
42	Cc1cc(N/C=C/C(=O)c2cccc3ccccc23)no1	9	-11	-13	-29	6	3	-53	-4	-4	-14	-63
43	CCn1c(SCC(=O)Nc2nc(-c3ccccc3)cs2)nnc1-c1ccccc1	5	9	2	-1	5	54*	43	7	-1	15	8
44	O=C(CSc1nnc(-c2ccc(NS(=O)(=O)c3ccccc3)cc2)o1)NCC1CCCO1 (centres undefined)	-73	-1	13	15	16	-2	9	10	-8	-5	13
45	COc1ccc(C(CC(=O)Nc2ccc(C)cn2)N2Cc3ccccc3C2=O)cc1 (centres undefined)	2	17	-4	-4	-8	-28	18	8	-4	12	26
46	O=C1CC(C(=O)NC2CCCCC2)C2(CCCCC2)O1 (centres undefined)	4	8	12	7	2	13	6	-10	-5	-19	9
47	O=C(Cc1ccccc1[N+](=O)[O-])Nc1ccc2c(c1)OCCO2	-5	-11	-28	-30	-15	-1	2	-1	3	-30	-38
48	C#CCSc1nc(Cc2ccc(Cl)cc2)nc2ccccc12	4	-9	5	-10	5	22	1	15	-2	-1	-27
49	CS(=O)(=O)N(CCc1ccccc1)CC(=O)Nc1ccc(Br)cc1F	-5	7	-2	1	3	12	18	-12	1	-4	4
50	O=C(Nc1nnc([C@@H]2C[C@H](O)[C@@H](CO)O2)s1)c1cccc2ccccc12	.	.	-83	-86	-128	11	-30	4	0	-58	-43

Following part:
#	SMILES	TLR9-MyD88 inh	EBV LMP1 NFkB	NCOA1 inh	NR5A2 inv ag	SRC3 inh	TWEAK Fn14 block	TROY signal inh	C8 TRAIL sens	NOD2-RIPK2 inh	NR2F2 inh	SRC2 inh
51	O=C(NCC1CCCO1)C1CCC(CNS(=O)(=O)c2ccccc2)CC1 (centres undefined)	-1	-6	-8	1	18	11	-2	-7	2	-4	2
52	CCOc1ccc(Nc2nnc(Cc3ccc(OC)cc3)c(=O)[nH]2)cc1	3	0	-4	14	-2	0	13	-5	-5	-10	-9
53	COc1ccc(CCNC(=O)CSCc2ccc([N+](=O)[O-])cc2)cc1	-3	-3	-2	20	16	-15	-27	-3	18	0	3
54	CCOC(=O)C1=C(C)NC(C)=C(C(=O)OCC)C1C(=O)OCC(=O)NC	-3	-2	-9	0	-18	-4	2	-3	14	4	-13
55	O=C(NC1CCCCCC1)c1ccc[nH]c1=S	8	0	-32	-10	-13	10	-7	7	-6	-8	-1
56	CC1CCc2nc3ccccc3c(C(=O)OCC(=O)N3CCc4ccccc43)c2C1 (centres undefined)	-17	3	-31	-6	6	-11	-30	4	-1	-12	18

2 entries from above, as labelled records.
(14) Cc1cccc(Nc2nc(N)nc(CN3CCN(c4ccccc4F)CC3)n2)c1
  TLR9-MyD88 inh: 11	EBV LMP1 NFkB: 3	NCOA1 inh: -14	NR5A2 inv ag: 4	SRC3 inh: 1	TWEAK Fn14 block: 20	TROY signal inh: -13	C8 TRAIL sens: -15	NOD2-RIPK2 inh: -3	NR2F2 inh: 8	SRC2 inh: 14
(15) CC(=O)Nc1ccc(NC(=O)c2ccc(OCc3c(C)noc3C)cc2)cc1
  TLR9-MyD88 inh: 2	EBV LMP1 NFkB: 4	NCOA1 inh: -2	NR5A2 inv ag: 11	SRC3 inh: -25	TWEAK Fn14 block: -30	TROY signal inh: 5	C8 TRAIL sens: -3	NOD2-RIPK2 inh: 3	NR2F2 inh: 5	SRC2 inh: 22

A portion of the library; count on the stated rates, not on these rows.
